Screening results as filed in PubChem.
PKM2 activator: increases activity of human pyruvate kinase M2 | purified PKM2, Kinase-Glo ATP luminescence, activation; response scale: 0% is enzyme alone, no compound | P14618 | Potency, µM (doses to about 57.5 µM), for the others: top-dose activation, most hits filed as activators | AID 1631 | actives 0.34% (n = 260,000); also: potency is read from the fitted curve at half-maximal effect; % is scaled to controls: 0 for no effect and ±100 for the full control effect; nearly all actives have a fitted effect of over 55% in size
Target sequence (P14618 whole entry, looked up): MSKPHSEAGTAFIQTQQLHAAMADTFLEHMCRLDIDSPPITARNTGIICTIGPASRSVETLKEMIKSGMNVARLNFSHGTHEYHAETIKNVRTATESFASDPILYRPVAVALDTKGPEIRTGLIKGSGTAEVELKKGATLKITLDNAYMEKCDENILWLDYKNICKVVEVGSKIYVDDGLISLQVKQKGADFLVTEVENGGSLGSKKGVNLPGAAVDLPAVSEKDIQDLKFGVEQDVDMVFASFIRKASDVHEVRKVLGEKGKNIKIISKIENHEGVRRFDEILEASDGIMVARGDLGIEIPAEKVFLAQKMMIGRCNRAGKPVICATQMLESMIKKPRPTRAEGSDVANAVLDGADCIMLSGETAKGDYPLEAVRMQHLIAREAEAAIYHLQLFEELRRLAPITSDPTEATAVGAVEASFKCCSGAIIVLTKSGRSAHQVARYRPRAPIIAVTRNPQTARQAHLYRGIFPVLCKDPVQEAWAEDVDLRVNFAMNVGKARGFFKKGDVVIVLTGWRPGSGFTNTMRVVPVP
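Purified hPK-M2 (>95% pure) converted ADP (0.1 mM final) to ATP with 0.5 mM PEP in 50 mM imidazole pH7.2, KCl, MgCl2, Tween 20, BSA; 1 h at room temperature. ATP detected by Kinase-Glo luminescence.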
Giardia kill: kills Giardia lamblia | activity change, % at 7.66 µM, hits read low | Giardia lamblia trophozoite viability | actives 0.15% (n = 340,000) | AID 540267; in the data active = activity change below about -80%; inconclusive = between about -30% and that limit;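 also: parasites exposed to compound for two days anaerobically before the ATP read; % is scaled to controls: 0 for no effect and ±100 for the full control effect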
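Giardia lamblia trophozoites (100 cells/well) were incubated with compounds for 48 h at 37 deg C under anaerobic conditions. Viability was read as ATP content by one-step luminescence after 15-30 min at room temperature.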
Tb PFK block: inhibitors of T. brucei phosphofructokinase | O15648 | T. brucei PFK, ADP-Glo luminescence | Potency, µM (highest dose often 57.5 µM), inactives show at the highest dose activity, negative = inhibition, most hits filed as inhibitors | actives 0.17% (n = 330,000);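 also: potency is read from the fitted curve at half-maximal effect; 0% = uninhibited 1x PFK enzyme wells and -100% = no-enzyme wells; nearly all actives have a fitted effect of over 60% in size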
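1.25 nM PFK with 0.5 mM F6P and 0.1 mM ATP in 0.1 M TEA pH 8.0, 5 mM MgCl2, incubated 45 min at room temperature; ADP measured by ADP-Glo luminescence; compounds titrated up to 57 uM.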
GALK inhibitor: inhibitors of human galactokinase; P51570; Purified GALK, Kinase-Glo residual ATP luminescence; Potency, µM (highest dose often 57.5 µM), for the others: at the highest dose activity change, negative = inhibition, hits mostly inhibitors; actives 0.007% (n = 270,000); AID 1868; also: potency is read from the fitted curve at half-maximal effect; % is scaled to controls: 0 for no effect and ±100 for the full control effect
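Galactose (100 uM) and ATP (35 uM) were turned over by 5 nM GALK for 1 h at RT. Kinase-Glo Plus then converted the remaining ATP into a luminescent signal.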
B2AR arrestin: agonists driving beta-arrestin recruitment to human beta2-adrenergic receptor | actives 0.02% (n = 330,000) | beta-arrestin recruitment to beta2AR, cell-based reporter | Potency, µM (highest dose often 46.1 µM), for inactives: top-dose activation, most hits filed as activators | AID 492947 | P07550;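 also: potency is read from the fitted curve at half-maximal effect; 0% = DMSO controls and full agonism = EC100 isoproterenol or metaproterenol; nearly all actives have a fitted effect of over 65% in size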
Target sequence (P07550 whole entry, looked up): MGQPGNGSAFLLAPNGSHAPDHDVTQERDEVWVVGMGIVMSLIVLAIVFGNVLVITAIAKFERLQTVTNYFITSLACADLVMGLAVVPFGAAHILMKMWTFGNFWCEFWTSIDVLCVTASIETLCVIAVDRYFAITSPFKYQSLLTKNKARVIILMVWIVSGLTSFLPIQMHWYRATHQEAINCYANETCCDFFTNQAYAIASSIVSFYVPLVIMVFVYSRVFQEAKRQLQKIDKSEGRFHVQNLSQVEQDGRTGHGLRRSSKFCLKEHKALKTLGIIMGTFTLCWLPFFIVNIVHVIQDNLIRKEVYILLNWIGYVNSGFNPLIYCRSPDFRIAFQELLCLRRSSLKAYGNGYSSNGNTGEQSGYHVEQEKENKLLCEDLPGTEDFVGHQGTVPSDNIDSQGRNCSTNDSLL
Coupling enz: counter-screen for Giardia aldolase inhibitors: coupling enzyme system; coupling enzyme system counterscreen, AmpLite Red fluorescence; activity change, negative = inhibition, % at 58.2 µM, hits read low; actives 0.67% (n = 290,000); AID 2472; in the data active = activity change below about -30%; also: % is scaled to controls: 0 for no effect and ±100 for the full control effect
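Coupling enzymes only (glyceraldehyde-3-phosphate) + compound, at 57.5 uM final, 10 min RT; add substrate/coupling/AmpLite Red mix, 20 min RT; fluorescence ex 525/em 598 nm. Actives flag coupling-system interference.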
TSG101-PTAP inh: blocks PTAP/TSG101 interaction to inhibit HIV-1 budding | AID 493005 | Fluorescence polarization, FITC-PTAP peptide / Tsg101 binding | Potency, µM (highest dose often 115 µM), for inactives: at the top dose activity change, negative = inhibition, most hits filed as inhibitors | 340,000 tested, under 10 active | Q99816; active = well fitted inhibition curve with a large enough effect in the main read-out, with a control signal flat, not every such curve was filed as active; inconclusive = small, poorly fitted or top-dose-only effect, or effect the other way, or a change in a side signal; inactive = no such curve, though single readings can be large or run the other way; also: potency is read from the fitted curve at half-maximal effect; % of control where 0% means no effect
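Steps: Tsg101 binding domain dispensed (10 uM final), compounds pinned in DMSO, FITC-labeled PTAP-motif peptide added (50 nM final); after 20 min binding at room temperature, polarization measured.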
ASM inhibitor: inhibitors of human secretory acid sphingomyelinase. Potency, µM (titrated, usually from 57.5 µM), for the others: at the highest dose activity change, negative = inhibition, most hits filed as inhibitors. placental ASM, HMU-PC fluorogenic substrate, 60 min. P17405. AID 504937. actives 0.006% (n = 340,000); also: potency is read from the fitted curve at half-maximal effect
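Fluorescence read-out (Ex 386 nm, Em 447 nm) after stopping the reaction at pH 10. Enzyme: ASM from human placenta; substrate HMU-PC0, 9 uM final; 60 min, 37 °C. Compound preincubation 10 min, ambient temperature.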
BCR signal inh: inhibitors of chronic active B-cell receptor signaling; ABC-DLBCL IkBa-CBG/CBR reporter, luminescence ratio, 4 h; Potency, µM (highest dose often 46.1 µM), inactives show at the top dose ratio change, negative = lower green/red ratio, actives largely listed as inhibitors; actives 0.05% (n = 340,000); AID 493014; active = well fitted inhibition curve with a large enough effect in the signal ratio, with a control signal flat, not every such curve was filed as active; inconclusive = small, poorly fitted or top-dose-only effect, or effect the other way, or a change in a side signal; the % refers to the signal ratio;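 also: potency is read from the fitted curve at half-maximal effect; plate controls were basal doxycycline-induced cells for no effect and cells given 10 µM MG132 for full effect; MG132 reads +100%, hits lower the ratio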
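Concentration-response series (up to 46 uM) were applied to TMD8 dual-reporter cells for 4 h at 37C with doxycycline. Green/red ratio, after filter-overlap correction, defined %Activity; red signal alone was normalised to basal cells and zero luminescence.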
Menin-MLL TR inh: displaces Texas Red mutant MLL peptide from human menin. O00255. Menin + Texas Red MLL mutant peptide, fluorescence polarization. Potency, µM (top dose mostly 61.6 µM), inactives show top-dose FP activity change, negative = inhibition, usual class: inhibitors. actives 0.23% (n = 270,000); active = well fitted inhibition curve with a large enough effect in the polarisation, with a control signal flat, not every such curve was filed as active; inconclusive = small, poorly fitted or top-dose-only effect, or effect the other way, or a change in a side signal; inactive = no such curve, though single readings can be large or run the other way; the % refers to the polarisation; also: potency is read from the fitted curve at half-maximal effect; % of control where 0% means no effect; many of its hits are not listed in these tables
a7 integrin act: integrin-mediated muscular dystrophy alleviation activation | alpha7betagal myoblasts, beta-gal FDG fluorescence, 48 h | Potency, µM (top dose mostly 38.3 µM), inactives show at the top dose activation, actives largely listed as activators | actives 0.064% (n = 350,000);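 also: potency is read from the fitted curve at half-maximal effect; 100% = response of the positive control SU9516; nearly all actives have a fitted effect of over 60% in size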
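Alpha7betagal+/- myoblasts (passage 13) were plated 16-24 hr, then exposed to compounds (1:260 dilution of DMSO stock) for 48 hours at 37C. After MPER lysis, β-galactosidase reporter activity was read as FDG fluorescence (ex 480/em 540) after 30 minutes.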
Starred values were filed as active, the others as inactive; ? = inconclusive; / = not tested or not shown; [ ] = remark or other dose. Unless noted, calls follow the shape of the dose curve; as a rule, active = well fitted curve in the direction sought with a large enough effect; inconclusive = small, poorly fitted or top-dose-only effect, or another doubt; inactive = no such curve, though single readings can be large; an effect the other way counts as inactive or inconclusive. Some of the compounds tested; the hit share may differ from the screen's.

nr	mol	PKM2 activator	Giardia kill	Tb PFK block	GALK inhibitor	B2AR arrestin	Coupling enz
1	CC1=CCP(=O)(c2ccccc2)C1 (stereo not drawn)	-1%	2	0%	0%	-0.5%	0
2	Cc1ccc(C)c2nc(N3CCCC3)c(C#N)cc12	1%	-17	0%	1%	-0.5%	3
3	CC(C)N1CCN(CC2COc3ccccc3O2)CC1 (stereo not drawn)	/	10	-3%	2%	0.4%	3
4	CC1=NN(Cc2ccccc2)C(=O)C1C(c1ccccc1)C(C#N)C#N (stereo not drawn)	2%	-2	-8%	/	-0.2%	4
5	Cc1c(NC(=O)C(C)Sc2nccn2C)c(=O)n(-c2ccccc2)n1C (stereo not drawn)	/	3	23%	/	0.3%	/
6	Cc1cccc(NC(=O)N(Cc2nc3ccccc3c(=O)[nH]2)C2CCCC2)c1	-10%	13	-2%	3%	-0.4%	5
7	C=C(c1ccc(OCCO)cc1)c1ccc(OCCO)cc1	7%	-11	-4%	0%	0.1%	1
8	CC(=O)Nc1ccc(S(=O)(=O)N2CCN(c3ccccn3)CC2)cc1	-2%	-3	3%	-1%	-0.1%	5
9	O=C(c1ccc(O)c(Cl)c1)N1CCN(S(=O)(=O)c2ccccc2)CC1	-4%	-3	0%	7%	-1.0%	/
10	CCS(=O)(=O)c1ccc(O)c(NC(=O)/C=C/c2ccc(Cl)cc2)c1	-11%	-26	2%	-3%	0.1%	-3

nr	TSG101-PTAP inh	ASM inhibitor	BCR signal inh	Menin-MLL TR inh	a7 integrin act
1	1%	0%	1%	4%	8%
2	-6%	128%[activator]	0%	20%	-15%
3	1%	6%	-2%	-22%	-13%
4	-4%	2%	?	14%	17%
5	-1%	1%	?	/	-15%
6	-5%	-1%	-23%	14%	-18%
7	-1%	3%	-23%	-11%	-9%
8	-2%	-1%	-22%	13%	-13%
9	-1%	/	1%	/	29%
10	-7%	-20%	-6%	/	0%

New compounds follow
nr	mol	PKM2 activator	Giardia kill	Tb PFK block	GALK inhibitor	B2AR arrestin	Coupling enz
11	Cc1cc(C)cc(N(C(=O)c2snc(C(N)=O)c2N)C(C(=O)NCC2CCCO2)c2cccs2)c1 (stereo not drawn)	-6%	-8	-5%	3%	-1.0%	0
12	CCCCOC(=O)C1C2C=C[C@]3(CN(C(C)c4ccc(OC)cc4)C(=O)[C@H]13)O2 (stereo partly drawn)	1%	9	1%	4%	0.2%	2
13	CC1=C(C(=O)Nc2ccccn2)C(c2cn(C)nc2C)C2=C(CCCC2=O)N1 (stereo not drawn)	-10%	-9	-9%	3%	0.0%	1
14	CCCC1CC(C#N)N(N(C)C)C1=C(C#N)C#N (stereo not drawn)	10%	-7	8%	0%	-0.1%	5
15	CC1(C)CC(=O)C(C=NCCc2ccccn2)=C(O)C1	-2%	16	-7%	0%	0.1%	3
16	COc1cc(/C=N/NC(=O)c2ccccc2O)ccc1OCC(=O)Nc1ccccc1	0%	6	-7%	-5%	0.1%	-2
17	O=C(NC(=S)Nc1ccccc1N1CCOCC1)c1ccco1	-5%	-1	-1%	0%	-0.3%	0
18	COc1ccc2nc(NC(=O)c3cc(S(=O)(=O)N4CCOCC4)ccc3C)sc2c1	0%	35[activator]	-4%	1%	-1.0%	1
19	COc1cc(C(=O)NC2CCN(CC(=O)Nc3cccc(C)c3C)CC2)cc(OC)c1OC	-9%	21	0%	1%	0.5%	0
20	CCCCc1cc(=O)oc2cc(OCC(=O)NC3CCN(Cc4ccccc4)CC3)ccc12	0%[0.46 µM]	-2	0%	7%	0.1%	1

nr	TSG101-PTAP inh	ASM inhibitor	BCR signal inh	Menin-MLL TR inh	a7 integrin act
11	-3%	/	-11%	-24%	3%
12	-1%	4%	2%	0%	-13%
13	-2%	/	0%	1%	1%
14	-3%	7%	4%	/	9%
15	5%	5%	?	1%	-4%
16	-2%	-2%	?	?	-27%
17	0%	7%	?	1%	-8%
18	-1%	-1%	?	11%	-34%
19	-2%	2%	?	7%	-17%
20	-8%	0%	-5%	?	5%

Later entries.
nr	mol	PKM2 activator	Giardia kill	Tb PFK block	GALK inhibitor	B2AR arrestin	Coupling enz
21	CCOC(=O)N1CCN(C(=O)CSCC(=O)N=c2sc3ccccc3n2C)CC1	-1%	-13	/	1%	/	3
22	O=C(O)c1cccc(S(=O)(=O)Nc2ccc(Cc3ccncc3)cc2)c1	/	-13	3%	/	0.0%	/
23	Cc1cccc2sc(N(CCCN(C)C)C(=O)CN3C(=O)c4ccccc4C3=O)nc12	3%	-9	2%	-1%	-0.3%	2
24	c1ccc(CCc2nc(-c3cccnc3)no2)cc1	0%	8	-6%	-1%	0.2%	-4
25	CN(CC(=O)Nc1ccc(Cl)cc1)S(=O)(=O)c1ccc2c(c1)n(C)c(=O)c(=O)n2C	/	-4	-1%	-4%	-0.6%	/
26	COc1ccc(C(=O)c2sc3nc(-c4ccc(OC)cc4)ccc3c2N)cc1	2%	10	0%	1%	0.0%	1
27	O=C(O)CSC(C(=O)Nc1ccc(Br)cc1)c1ccc(Cl)cc1 (stereo not drawn)	3%	5	1%	-1%	0.1%	3
28	COCCCNC(=O)Cc1coc2ccc3ccccc3c12	0%	-7	-1%	-5%	-1.1%	-4
29	CC(C)(CNC(=O)Cc1ccc(Br)cc1)N1CCOCC1	/	3	-1%	-2%	-0.7%	0
30	NC(=O)c1c(NC(=O)c2cccnc2)sc2c1CCCCC2	-3%	-12	-4%	-5%	-0.3%	-1

nr	TSG101-PTAP inh	ASM inhibitor	BCR signal inh	Menin-MLL TR inh	a7 integrin act
21	-3%	2%	/	-3%	15%
22	0%	4%	2%	/	40%
23	-2%	-1%	?	-13%	8%
24	-5%	0%	?	-7%	-1%
25	-2%	1%	1%	/	0%
26	-1%	-1%	4%	?	-15%
27	-5%	9%	?	?	-8%
28	-5%	8%	-14%	-5%	3%
29	1%	6%	1%	/	-55%[inhibitor]
30	-1%	12%	5%	1%	4%

Next part.
nr	mol	PKM2 activator	Giardia kill	Tb PFK block	GALK inhibitor	B2AR arrestin	Coupling enz
31	Cc1ccc(S(=O)(=O)CC(O)COc2ccc(F)cc2Cl)cc1 (stereo not drawn)	5%	7	-3%	-1%	-0.1%	3
32	COC(=O)CSCc1nc2ccccc2[nH]c1=O	0%	7	1%	/	-1.1%	2
33	CCOC(=O)C(NC(=O)CC(C)C)(Nc1sc2c(c1C(N)=O)CCCC2)C(F)(F)F (stereo not drawn)	1%	-9	-1%	/	-0.5%	-1
34	CCCCSc1nc(CCC)cc(=O)[nH]1	-9%	6	-2%	-2%	-0.6%	0
35	COc1ccc(OC)c(CN2CCN(c3ccc(S(=O)(=O)N4CCCC4)cn3)CC2)c1	/	44[activator]	0%	/	-0.4%	/
36	Cc1nc2ncnn2c(C)c1CCC(=O)N1CCc2ccccc21	-6%	14	0%	-1%	-0.1%	-4

nr	TSG101-PTAP inh	ASM inhibitor	BCR signal inh	Menin-MLL TR inh	a7 integrin act
31	0%	6%	-1%	14%	-1%
32	-2%	24%	-8%	0%	13%
33	1%	6%	-2%	-2%	-34%
34	-5%	-2%	?	-7%	-24%
35	-3%	-4%	?	/	-13%
36	-6%	4%	?	15%	0%

Single records, from the list above. Values in the order: PKM2 activator, Giardia kill, Tb PFK block, GALK inhibitor, B2AR arrestin, Coupling enz, TSG101-PTAP inh, ASM inhibitor, BCR signal inh, Menin-MLL TR inh, a7 integrin act
Cc1ccc(C)c2nc(N3CCCC3)c(C#N)cc12 in the list: 1%, -17, 0%, 1%, -0.5%, 3, -6%, 128%[activator], 0%, 20%, -15%
CC1=C(C(=O)Nc2ccccn2)C(c2cn(C)nc2C)C2=C(CCCC2=O)N1 (stereo not drawn) in the list: -10%, -9, -9%, 3%, 0.0%, 1, -2%, /, 0%, 1%, 1%
CC(=O)Nc1ccc(S(=O)(=O)N2CCN(c3ccccn3)CC2)cc1 in the list: -2%, -3, 3%, -1%, -0.1%, 5, -2%, -1%, -22%, 13%, -13%
